# NIH3T3 tox: Cytotoxic Profiling in NIH 3T3 Cell Line of Diverse Libraries Using Quantitative High-Throughput Screening | NIH 3T3 viability, CellTiter-Glo ATP luminescence, 48-72 h | Potency, µM (titrated, usually from 96.7 µM), for the others: top-dose activity change, negative = cytotoxicity, actives largely listed as inhibitors | 94,000 tested, 4.3% active | AID 1345082, 2018; also: potency is read from the fitted curve at half-maximal effect; nearly all actives have a fitted effect of over 55% in size
#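 Cytotoxicity is measured as loss of cellular ATP: NIH 3T3 cells (400/well) are exposed to compound for 48 or 72 hr at 37 °C, then CellTiter-Glo luminescence is imaged after 10 min at room temperature.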
# SNCA expr inhib: Primary qHTS assay for inhibitors of alpha-synuclein gene (SNCA) expression; HEK-293 SNCA-luciferase knock-in, luminescence, 24 h; Potency, µM (doses to about 57.2 µM), inactives show at the top dose activity change, negative = inhibition, hits mostly inhibitors; 140,000 tested, 0.17% active; AID 1671194, 2021;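 also: potency is read from the fitted curve at half-maximal effect; plate controls were DMSO cells for no effect and cell-free wells for full effect; nearly all actives have a fitted effect of over 45% in size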
# HEK293 tox: Cytotoxic Profiling in HEK 293 Cell Line of Diverse Libraries Using Quantitative High-Throughput Screening; AID 1345083, 2018; Potency, µM (highest dose often 115 µM), without a hit: at the top dose activity change, negative = cytotoxicity, most hits filed as inhibitors; HEK 293 viability, ATP luminescence (CellTiter-Glo), 48-72 h; 94,000 tested, 6.6% active; also: potency is read from the fitted curve at half-maximal effect; nearly all actives have a fitted effect of over 60% in size
#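 HEK 293 cells seeded at 250 cells/well were exposed to compound for 48 or 72 hr at 37 degree Celsius. Viability taken as ATP content by CellTiter-Glo luminescence.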
# IP6K1 inh: Primary qHTS assay for small molecule inhibitors of Inositol hexaphosphate kinase 1 (IP6K1) | Inositol hexakisphosphate kinase 1 (Homo sapiens), Q92551 | IP6K1 kinase, ADP-Glo luminescence, 2 h; hits give low values | activity change, % (series mostly up to about 58 µM) | 140,000 tested, 0.81% active | AID 1645851, 2021; in the data active = activity change below about -25%
#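 ADP-Glo luminescence measures ADP made by human IP6K1 during a 2 h RT reaction with ATP/IP6 (mix at 1.3 mM/130 uM); top library doses 57.5 and 19.1 uM final.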
# HEK293 viab: GF-AFC viability counterscreen for inhibitors of alpha-synuclein gene (SNCA) expression. Potency, µM (doses to about 57.1 µM), inactives show at the top dose activity change, negative = cytotoxicity, hits mostly cytotoxic. HEK-293-SNCA-luc viability, GF-AFC fluorescence, 24 h. 150,000 tested, 0.12% active;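 also: potency is read from the fitted curve at half-maximal effect; 0% = DMSO-treated cells and -100% = medium-only wells without cells; nearly all actives have a fitted effect of over 30% in size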
#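 Cytotoxicity counterscreen: after 24 h compound treatment of genome-edited SNCA-luciferase HEK-293 cells, live-cell protease substrate GF-AFC read by fluorescence after 30 min; activity scaled between DMSO (0%) and medium-only (-100%), curves Hill-fitted.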
# GPT2 inhibitor: Primary qHTS assay for inhibitors of Glutamate pyruvate transaminase 2 (GPT2); Alanine aminotransferase 2 (Homo sapiens), Q8TD30; Recombinant GPT2, coupled pyruvate oxidase/HRP Amplex Red fluorescence; 100,000 tested, 0.25% active; Potency, µM (doses to about 57.7 µM), for the others: top-dose activity change, negative = inhibition, most hits filed as inhibitors; also: potency is read from the fitted curve at half-maximal effect; nearly all actives have a fitted effect of over 60% in size; many of its hits are not listed in these tables
# Target sequence (Q8TD30 whole entry, looked up): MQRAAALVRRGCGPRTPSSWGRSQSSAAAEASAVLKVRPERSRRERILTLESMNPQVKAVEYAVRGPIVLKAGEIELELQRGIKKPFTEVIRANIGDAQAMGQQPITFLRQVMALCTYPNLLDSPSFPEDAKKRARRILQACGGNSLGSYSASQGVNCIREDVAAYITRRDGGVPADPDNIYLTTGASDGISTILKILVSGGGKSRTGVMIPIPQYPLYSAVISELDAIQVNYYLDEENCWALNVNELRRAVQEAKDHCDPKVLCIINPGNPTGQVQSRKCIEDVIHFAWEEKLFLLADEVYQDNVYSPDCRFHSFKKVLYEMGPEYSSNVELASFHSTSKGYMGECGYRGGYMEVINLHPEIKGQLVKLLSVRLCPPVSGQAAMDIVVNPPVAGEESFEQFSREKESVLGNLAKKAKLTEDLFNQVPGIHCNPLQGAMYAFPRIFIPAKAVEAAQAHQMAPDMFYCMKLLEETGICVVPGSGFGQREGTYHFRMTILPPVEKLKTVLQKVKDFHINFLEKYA
#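 Inhibition is scored from Amplex Red fluorescence generated when pyruvate oxidase and HRP act on pyruvate released by GPT2. Reactions contain 10ng/uL enzyme, 250uM a-KG and 2mM L-alanine and run 30 min at room temperature.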
# Luciferase inh: Firefly luciferase inhibition profiling of diverse chemical library using quantitative high-throughput screening | Luciferin 4-monooxygenase (Photinus pyralis), P08659 | Potency, µM (highest dose often 115 µM), inactives show at the highest dose activity change, negative = inhibition, most hits filed as inhibitors | 76,000 tested, 2.5% active | purified P. pyralis luciferase, luminescence, biochemical; also: potency is read from the fitted curve at half-maximal effect; nearly all actives have a fitted effect of over 65% in size
# Target sequence (P08659 whole entry, looked up): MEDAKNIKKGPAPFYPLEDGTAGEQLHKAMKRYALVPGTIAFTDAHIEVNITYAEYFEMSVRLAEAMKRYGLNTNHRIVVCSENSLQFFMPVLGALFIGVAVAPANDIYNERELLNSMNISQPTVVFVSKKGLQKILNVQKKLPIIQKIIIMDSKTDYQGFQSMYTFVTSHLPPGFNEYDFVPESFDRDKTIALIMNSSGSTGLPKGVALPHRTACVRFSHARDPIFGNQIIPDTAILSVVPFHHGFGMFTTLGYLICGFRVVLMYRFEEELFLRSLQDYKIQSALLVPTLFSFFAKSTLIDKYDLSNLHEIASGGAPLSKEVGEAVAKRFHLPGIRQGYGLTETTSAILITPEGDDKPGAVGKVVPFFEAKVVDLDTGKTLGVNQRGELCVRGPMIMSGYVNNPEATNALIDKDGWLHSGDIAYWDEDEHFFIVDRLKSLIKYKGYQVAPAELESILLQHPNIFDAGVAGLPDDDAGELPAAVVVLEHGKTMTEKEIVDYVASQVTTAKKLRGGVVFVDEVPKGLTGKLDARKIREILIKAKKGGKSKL
#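 Luminescence read by CCD imaging after purified firefly luciferase (10nM final) was added to substrate buffer holding 10uM D-luciferin and 10uM ATP, pH 7.5, pre-dosed with compound.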
# Active calls of the source: *; i = inactive; ? = inconclusive; nt = not tested or not shown; & = joins results of further samples; [ ] = another dose, or the depositor's remark. Unless noted, calls follow the shape of the dose curve; as a rule, active = well fitted curve in the direction sought with a large enough effect; inconclusive = small, poorly fitted or top-dose-only effect, or another doubt; inactive = no such curve, though single readings can be large; an effect the other way counts as inactive or inconclusive. Unless noted, % is scaled to controls: 0 for no effect and ±100 for the full control effect.
SMILES,NIH3T3 tox,SNCA expr inhib,HEK293 tox,IP6K1 inh,HEK293 viab,GPT2 inhibitor,Luciferase inh
CCc1ccc(NC(=O)c2cnn(-c3c(C)cccc3C)c2C2CCNCC2)cc1,nt,7%,nt,12,3%,nt,nt
O=C(CN1C(=O)CC(c2ccccc2)Sc2ccccc21)Nc1cccc(Cl)c1 (centres undefined),nt,17%,nt,3,2%,nt,nt
CC[C@H]1CN(C(=O)Nc2cccc(OC)c2)CC[C@H]1CC(=O)NCCN1CCOCC1,i,-26%[87.6 µM],i,-2,3%[87.6 µM],i,-4%[172 µM]
CCC(=O)N1CCCCCCNC(=O)[C@@H]2C[C@@H](C(=O)NCCc3c[nH]c4ccccc34)C[C@@H]21,-20%,46%[activator],?,-1,12%,i,-4%
Cc1nn(-c2ccccc2)c2c1C(C1CC1)N(C1CN(C(=O)c3ccccc3Cl)C1)C2=O (centres undefined),13µM*,nt,?,15,nt,nt,nt
COc1cccc(C(=O)N2CCc3nc(C(C)C)nc(-c4ccc(O)cc4)c3CC2)c1,?,10%,-10%,29,-20%,-22%,nt
CC(C)NC(=O)CCc1cc2n(n1)CCN(C(=O)CN1CC(=O)NC1=O)C2,-6%,-24%,-5%,-5,0%,i,8%
C=C1[C@H](OC(C)=O)[C@H]2[C@@H](OC(C)=O)C(C)C[C@]2(OC(C)=O)C(=O)[C@H](C)/C=C/C(C)(C)C(=O)[C@H](OC(=O)C(C)C)[C@H]1OC(C)=O (some centres undefined),nt,nt,nt,27,-1%[23.9 µM],1%[17.1 µM],nt
CCOc1ccc(C(=O)Nc2ccc(-c3cc4ccccc4oc3=O)cc2)cc1Br,nt,?,nt,15,-6%,nt,nt
COc1ccc(C(=O)N2CCc3nc(C4CC4)nc(-c4ccc(O)cc4)c3CC2)cc1,-29%,7%,-26%,14,-29%,-18%,nt
CCCN(C)c1nccnc1OC1CCN(C(=O)c2ccccc2OC)C1 (centres undefined),?,29%,?,12,-9%,i,?
CC(O)CCNS(=O)(=O)c1ccc2c(c1)CN(C(=O)CN1CCOC1=O)CC2 (centres undefined),-8%,4%,-7%,-10,-5%,i,-10%
Cc1cc(C)n(CCC(=O)N2CCCC(c3noc(COc4ccccc4)n3)C2)n1 (centres undefined),-12%,46%[activator],?,22,3%[12.5 µM],4%,-22%
CCC(=O)N1CCc2cc(Br)cc(S(=O)(=O)N3CCCC(C(=O)Nc4ccc(OC)cc4OC)C3)c21 (centres undefined),nt,-27%,nt,-1,-3%,nt,nt
CO[C@H]1C(=O)N(C2CCN(C(=O)Nc3ccc4c(c3)OCCO4)CC2)[C@H]1c1ccncc1,-12%,14%,-1%,3,-3%,i,nt
CN(C)CCN(Cc1ccccc1)c1ccccn1,nt,-11%[25.6 µM],nt,-3,-25%[23.9 µM],i,nt
CCc1ccccc1NC(=O)CSc1nccn1C,nt,35%[activator],nt,-14,?,nt,nt
O=C(NCC(c1cccs1)S(=O)(=O)c1cccs1)c1ccc(F)c(F)c1 (centres undefined),nt,-28%,nt,11,-2%,nt,nt
CC(=O)Nc1ccc(C(=O)N2CCC3(CC2)N=C(c2ccc(C)cc2)NO3)cc1,-10%,47%[activator],?,14,5%,3%,-25%
O=C(NCc1ccco1)C1COC2(CCN(C(=O)c3ccc(F)cc3)CC2)N1C(=O)c1ccccc1 (centres undefined),2%,11%,-16%,-5,-2%,i,4%
Cc1cccc2c1-c1sc(C(=O)Nc3ccc(F)cc3F)cc1CO2,nt,60%[activator],nt,20,17%,nt,nt
Cc1nn(-c2ccc(F)cc2)c(-n2cccc2)c1C(=O)N1CCN(c2ccccc2)CC1,nt,-8%,nt,11,4%,nt,nt
O=C(NC1CCCCCC1)c1cc(-c2ccc(Cl)cc2Cl)c2nncn2n1,?,-7%,40µM*,9,-18%[12.5 µM],i,nt
O=C(c1ccccc1)N1CCC(C(=O)N2CCCC(c3nc4ncccc4[nH]3)C2)CC1 (centres undefined),-12%,-8%,-13%,15,-3%,i,nt
CCCN1CCN(c2nnc(-n3cccc3C(=O)Nc3ccccc3C(F)(F)F)s2)CC1,nt,30%[activator],nt,34,8%,nt,nt
CNC(=O)c1cc(C)nc2onc(C3CCCN(C(=O)Cc4ccc(F)cc4)C3)c12 (centres undefined),?,nt,-8%,-9,nt,nt,nt
COCCNC(=O)C1CCCN(C2CCN(C(=O)c3ccc(=O)[nH]n3)CC2)C1 (centres undefined),-21%,-21%,-11%,-13,6%,i,-2%
COc1cccc(CC(=O)N2CCC(Cc3nc(-c4ccncc4)n[nH]3)C2)c1 (centres undefined),?,?,13µM*,7,-21%,i,10%
Nc1c(C(=O)Nc2ccccc2Cl)nnn1Cc1cccc(Cl)c1,nt,-5%,nt,-13,-3%,nt,nt
COc1ccc(NC(=O)c2c(NCc3cccs3)sc3c2CCC(C)C3)c(OC)c1 (centres undefined),nt,22%,nt,20,-9%,nt,nt
O=c1n(CC2CC2)nc2n1CCN(C1CCCC1)CC2,2%,11%,i,-10,4%,-1%,2%
Cn1nnc(-c2ccc(-c3ccc(N4C[C@H](COP(=O)(O)O)OC4=O)cc3F)cn2)n1,nt,nt,nt,-10,6%,i,nt
Cc1ccc(NC(=O)Cn2c(-c3ccc4c(c3)OCO4)cn(-c3ccccc3)c2=O)cc1,nt,127%[activator],nt,-3,-21%,nt,nt
COc1cccc([S+](=O)([O-])N2CC(Oc3ccc(F)cc3C)C2)c1,1%,-7%,-19%,-9,4%,i,4%
O=C1NCCC[C@@H]1NC(=O)[C@@H]1CN(C(=O)C2CCCCC2)CCN1C(=O)c1cccc(F)c1,5%,-13%,i,-2,6%,i,6%
COCc1cccc(-c2n[nH]c3c2CC(=O)N(CC2CC2)C3)c1,?,20%[87.6 µM],-10%[172 µM],2,-2%[87.6 µM],-16%[88.5 µM],-21%[172 µM]
COc1cncc(Nc2cnc3ccc(-c4cccc(CO)c4)nn23)c1,?,-10%[87.6 µM],?,5,4%[87.6 µM],?,9%[172 µM]
Cn1ncc2c(C(=O)CCc3ccc(F)cc3)cc(-c3ccc(Cl)cc3Cl)nc21,32µM*,-11%,35µM*,-6,-15%,-19%,nt
COCC(=O)NC[C@@H]1C=C(C)[C@H](Cc2nc3ccccc3[nH]2)C[C@H]1C(C)C,?,?,?,-11,?,-1%[88.5 µM],1%[172 µM]
CCN(CC)CCn1cnc(-c2ccccc2)c1-c1cnc(C)s1,?,12%,-20%,-2,7%,-17%,-3%

# Fetched one by one from above:
SMILES,NIH3T3 tox,SNCA expr inhib,HEK293 tox,IP6K1 inh,HEK293 viab,GPT2 inhibitor,Luciferase inh
COCC(=O)NC[C@@H]1C=C(C)[C@H](Cc2nc3ccccc3[nH]2)C[C@H]1C(C)C,?,?,?,-11,?,-1%[88.5 µM],1%[172 µM]
O=C(NC1CCCCCC1)c1cc(-c2ccc(Cl)cc2Cl)c2nncn2n1,?,-7%,40µM*,9,-18%[12.5 µM],i,nt
O=C1NCCC[C@@H]1NC(=O)[C@@H]1CN(C(=O)C2CCCCC2)CCN1C(=O)c1cccc(F)c1,5%,-13%,i,-2,6%,i,6%

# (more compounds)
SMILES,NIH3T3 tox,SNCA expr inhib,HEK293 tox,IP6K1 inh,HEK293 viab,GPT2 inhibitor,Luciferase inh
COc1ccc(CNC(=O)Cn2c(C)cc3nc4n(c(=O)c32)CCCCC4)cc1,-28%,17%,2%,-11,-9%,i,-4%
CCOc1ccc2nc(NC(=O)c3nc(SC)ncc3Cl)sc2c1,nt,-9%,nt,-11,4%,nt,nt
Cc1nc(C)c(C(=O)NCCn2c(C)cnc2-c2cccnc2)s1,0%,4%,-23%,17,7%,1%,-9%
O=C1c2cccc(O)c2C(=O)c2c(O)cc(CO)cc21,nt,16%,nt,nt,6%,?,nt
CCC(=O)N1CCc2ccc(OCc3nc(C(=O)NCCOC)co3)cc2C1c1ccc(C)cc1 (centres undefined),-28%,-5%,28µM*,8,3%,4%,-5%
Cc1cc(C(=O)O)c2c(=O)n(C)c(=O)n(C)c2n1,nt,46%[activator],nt,-13,0%,nt,nt
COc1ccc(Cn2c(C3CCN(C(=O)Cc4ccc(C)cc4)CC3)n[nH]c2=O)cc1,?,1%,-4%,17,-4%,-6%,15%
CC(=O)c1cccc(N(C(=O)Cn2nnc3ccccc32)C(C(=O)NCc2ccccc2)c2ccc(F)cc2)c1 (centres undefined),nt,-15%,nt,-4,15%,nt,nt
CN(C)Cc1ccc(-c2nc3cccc4c3n2CCNC4=O)cc1,nt,-38%,nt,3,?,-17%&5%,nt
O=C(c1cnccn1)N1CC(F)(F)C[C@H]1c1nc(-c2ccncc2)no1,-4%,10%,0%,14,1%,0%,4%
O=C(c1ccc2c(c1)N(Cc1ccc(F)cc1)C(=O)c1ccccc1S2(=O)=O)N1CCCC1,nt,-14%,nt,8,2%,nt,nt
COc1cccc([S+](=O)([O-])N2CCC3(CC2)CC(=O)c2ccccc2O3)c1,?,11%,?,10,-12%,1%,-3%
CCOc1ccccc1C1C(C(=O)Nc2ccccc2)=C(C)Nc2nc(SCC(=O)c3ccc(C)cc3)nn21 (centres undefined),nt,-23%,nt,23,0%,nt,nt
O=C(NCc1nnc2ccc(-c3ccccc3)nn12)c1ccoc1,-8%,?,i,-7,-5%,i,0%
COc1ccc(CNC(=O)c2cc3c(N4CCSCC4)nc(C)cn3n2)cc1,?,30%,?,6,-5%,i,4%
CCOc1ccc(-c2ccc(CO)o2)cc1N,nt,12%,nt,6,2%,nt,nt
CC1CCCN(C(=O)C2CCCN(c3cnc4nccnc4c3)C2)C1 (centres undefined),-19%,39%[activator],7%,-4,-2%,i,-4%
CC(=O)NC[C@H]1CN(c2ccc(N3CCN(C(=O)CO)CC3)c(F)c2)C(=O)O1,nt,nt,nt,0,5%,2%,nt

# A second format for part of the listing above.
CCC(=O)N1CCCCCCNC(=O)[C@@H]2C[C@@H](C(=O)NCCc3c[nH]c4ccccc34)C[C@@H]21
  NIH3T3 tox = -20%	SNCA expr inhib = 46%[activator]	HEK293 tox = ?	IP6K1 inh = -1	HEK293 viab = 12%	GPT2 inhibitor = i	Luciferase inh = -4%
CN(C)Cc1ccc(-c2nc3cccc4c3n2CCNC4=O)cc1
  NIH3T3 tox = nt	SNCA expr inhib = -38%	HEK293 tox = nt	IP6K1 inh = 3	HEK293 viab = ?	GPT2 inhibitor = -17%&5%	Luciferase inh = nt

# High-throughput results (PubChem BioAssay)
